# MgcRacGAP inhibition: MgcRacGAP GTPase-activating activity inhibitors, confirmation, biochemical, ADP Hunter fluorescence; MgcRacGAP-stimulated Rac1 GTP hydrolysis, ADP Hunter fluorescence; higher % means a stronger effect; GST-tagged Rac1 F28L mutant substrate; inhibition, % at 30 µM; hits with a dose series show IC50 in µM; 340,000 compounds, 0.6% hits;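 active means first-screen hits whose inhibition reached a set limit at any dose in the follow-up dose series; inconclusive means inhibition above the set first-screen limit but never retested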;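 further: fluorescence reports GDP produced by GAP-driven GTP hydrolysis; strong numbers were not always called active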
# NTR1 ag: NTR1-driven beta-arrestin-GFP spot formation – imaging, U2OS cells, high content, primary screen (AID 493036); P30989; 330,000 compounds, 0.17% hits; agonist mode; activation, % at 20 µM;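 active means activation at or above 40% of the spot to cytoplasm intensity ratio, with at least 20 cells analyzed; inconclusive means wells under 20 cells, flagged as cytotoxic or low count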;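 further: 0% = DMSO without peptide and 100% = 100 nM NTR1 peptide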
# Target sequence (P30989 whole entry, looked up): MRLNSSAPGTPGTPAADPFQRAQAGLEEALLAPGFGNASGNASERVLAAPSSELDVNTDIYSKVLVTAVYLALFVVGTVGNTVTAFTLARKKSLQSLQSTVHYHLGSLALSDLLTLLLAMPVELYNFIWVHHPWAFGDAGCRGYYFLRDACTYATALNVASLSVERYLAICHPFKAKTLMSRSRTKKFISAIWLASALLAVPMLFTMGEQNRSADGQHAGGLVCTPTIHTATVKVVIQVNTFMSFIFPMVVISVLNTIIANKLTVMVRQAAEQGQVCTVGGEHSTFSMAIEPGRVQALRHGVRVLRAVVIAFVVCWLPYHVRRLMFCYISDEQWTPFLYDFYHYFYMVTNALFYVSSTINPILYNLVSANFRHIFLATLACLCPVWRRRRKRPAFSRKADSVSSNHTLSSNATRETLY
# Large T inhibition: TAg ATPase/helicase activity blockers – biochemical (AID 1903); SV40 large T antigen ATPase/helicase inhibition assay; higher % means a stronger effect; inhibition, % at 20 µM, or IC50 in µM where a hit was titrated; 310,000 compounds, 0.39% hits; in the data active means a potency from the dose series; inconclusive means inhibition mostly from about 32% at the one dose, without a potency; inactive means the rest, 99 in 100 with inhibition below about 32%; further: strong numbers were not always called active
# UTI89 phage lysis: inhibition of K1F phage lysis, E. coli UTI89, bacterial capsule biogenesis inhibitors, alamar blue (AID 488966); 340,000 compounds, 0.02% hits; E. coli UTI89 K1F phage lysis, alamar blue, 2 h; higher % means a stronger effect; inhibition, % at 100 µM, or IC50 in µM where a hit was titrated;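 active means phage lysis inhibition, versus mean bacterial control, above a set limit; inconclusive means no clear call, values can overlap the other calls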;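 further: capsule biogenesis inhibitors block K1F phage lysis so surviving cells raise fluorescence; higher fluorescence means more inhibition of phage lysis; actives were called in the ten point dose series up to 300 µM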
# T cell HTS: modulates CD8 T cell binding to vesicles | 2C CD8+ T cell-vesicle binding, flow cytometry; active compounds read low | calls only at 7 µM | 330,000 compounds, 0.068% hits;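 active means response, share of CD8 T cells binding vesicles, and their 90th percentile fluorescence all below set limits, cut at about 80% in these data, passing the limit was not always enough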
#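 Material: murine 2C transgenic CD8+ T lymphocytes / Also added: QL9-peptide-loaded Drosophila micro-vesicles bearing Ld, ICAM-1 and B7-1 / Schedule: binding step 1.5 h, 37 °C, antibody labelling 20 min, ice / Signal: flow cytometry, PE anti-B7-1 (FL2) versus Alexa647 anti-CD8 (FL8), PFA-fixed / Evaluation: percent CD8+ FL2 mean versus row control / Benchmarks: naked versus QL9-loaded vesicles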
# RSV antiviral HEp-2: RSV antiviral activity via CPE protection, HEp-2 cells, primary 10 µM value included (AID 2391). one-dose CPE inhibition, % at 10 µM; IC50 in µM for titrated hits. HEp-2 cells, RSV-induced CPE inhibition; higher % means a stronger effect. 310,000 compounds, 0.13% hits; in the data active means a potency from the dose series; inconclusive means CPE inhibition mostly from about 23% at the one dose, without a potency; inactive means the rest, 99 in 100 with CPE inhibition below about 21%; further: strong numbers were not always called active
# Salmonella PhoP GFP: inhibitors of PhoP regulon expression, primary screen, Salmonella Typhimurium, GFP reporter (AID 1863); S. Typhimurium PhoP-regulated promoter GFP reporter, 4 h; higher % means a stronger effect; inhibition, % at 50 µM, or IC50 in µM where a hit was titrated; 300,000 compounds, 0.16% hits;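 active means inhibition over 29.93%, a cutoff 3 SD above the screen mean, later confirmed by dose response; inconclusive means inhibition over 29.93% but no dose response follow-up; inactive means inhibition at most 29.93% or unconfirmed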;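 further: 0% = low Mg2+ inducing control and 100% = high Mg2+ repressing control; strong numbers were not always called active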
# Myeloid diff 2: compounds promoting myeloid differentiation; ER-HoxA9 myeloid progenitors, lysozyme-GFP differentiation, flow cytometry; calls only at 10 µM; 360,000 compounds, 1% hits; AID 624256;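 active means normalized GFP-positive differentiation at or above the plate's own cutoff, the solvent-only control mean plus 3 SD; inconclusive means no clear call, values can overlap the other calls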;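 further: cells exposed to compound for four days before flow analysis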
# TNAP activators: stimulation of alkaline phosphatase TNAP activity – biochemical, luminescent, no phosphate acceptor, uHTS, primary screen (AID 1001). activation fold at 20 µM; hits with a dose series show EC50 in µM. purified TNAP, luminescent activation assay, no phosphate acceptor; higher activation fold means a stronger effect. 200,000 compounds, 0.03% hits; in the data active means activation fold from about 3, or a potency from the dose series; inactive means the rest, 99 in 100 with activation fold below about 1.6; further: many of its hits are not listed in these tables
# T cell HTS vesicle-bound %: also measured in T cell HTS; calls as there; double positive events, %; measured here: CD8+ vesicle-bound cell fraction;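 binding gate set so that unloaded-vesicle control wells show 10% double positive cells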
# NTR1 ag cell count 20 µM: also measured in NTR1 ag; calls as there; cell count; measured here: cell count, cytotoxicity flag
# Myeloid diff 2 GFP+ MAC1+ %: also measured in Myeloid diff 2; calls as there; GFP+ MAC1+ double positive, %; measured here: differentiation confirmed by MAC1 staining
# The depositor's hits bear a star; i = inactive; u = inconclusive; x = not tested or not shown; + = active, no number; [ ] = another dose, or the depositor's remark.
SMILES,MgcRacGAP inhibition,NTR1 ag,NTR1 ag cell count 20 µM,Large T inhibition,UTI89 phage lysis,T cell HTS,T cell HTS vesicle-bound %,RSV antiviral HEp-2,Salmonella PhoP GFP,Myeloid diff 2,Myeloid diff 2 GFP+ MAC1+ %,TNAP activators
CC(=O)NCC(=O)OCc1ccc([N+](=O)[O-])cc1,1%,2.2,54,7%,-1.0%,i,52,2.1%,6%,i,0.9,1
OC(COc1ccccc1Cl)CN1CCN(CC(O)COc2ccccc2Cl)CC1 (centres undefined),0%,-4.2,78,8%,u,i,12,-0.5%,5%,i,0.5,1.1
COc1ccc(CN2CC(C(=O)NC3CCCCC3)CC2=O)cc1 (centres undefined),6%,-0.7,64,6%,0.5%,i,29,1.1%,-10%,i,4.7,x
COc1ccccc1NC(=O)C(CC=C(Cl)Cl)C(C)=O (centres undefined),7%,-1.1,49,-2%,-0.3%,i,54,0.5%,-3%,i,3.3,1
CCS(=O)(=O)N1CCCC(C(=O)NCCc2ccc(OC)c(OC)c2)C1 (centres undefined),1%,-0.7,38,-2%,3.4%,i,15,-1.2%,4%,i,0.7,1.1
CCC(=O)c1cn(CC(=O)Nc2ccccc2)c2ccccc12,1%,-0.5,44,2%,0.6%,i,27,1.3%,-7%,i,0.4,x
CCOC(=O)c1ccc(N2CCOCC2)c(NS(=O)(=O)c2ccc(F)cc2)c1,10%,0.4,58,27%,-0.1%,i,7,2.1%,-2%,i,0.3,x
COc1ccc(C(=O)Nc2c(N)nc(SCC(=O)N3CCC(C)CC3)[nH]c2=O)cc1,6%,1.1,64,21%,-0.3%,i,10,1.4%,1%,i,0.4,x
NC(=O)c1ccc(NC(=O)Cc2cccs2)cc1,12%,0.1,68,10%,-1.3%,i,60,0.2%,9%,i,0.4,x
CCN(CCNC(=O)c1ccc(C#N)cc1)c1cccc(C)c1,4%,1.9,44,1%,0.0%,i,24,0.1%,2%,i,2.0,x
Cc1nc2c(=O)n(C)c(=O)[nH]c2n1Cc1ccccc1,6%,-1.4,78,11%,0.2%,i,54,-0.5%,-15%,i,1.3,1.1
COc1ccccc1[C@@H]1C(c2ccc(F)cc2)=NN(c2ccccc2)[C@H]1C(=O)N1CCOC1=O,8%,0.7,66,9%,1.4%,i,15,11%,2%,i,0.5,1.1
CCn1nc(C(=O)Nc2nc(-c3ccccn3)cs2)c2ccccc2c1=O,3%,6.5,65,x,0.3%[50 µM],i,39,2.3%,x,i,3.4,x
Cc1ccc(S(=O)(=O)N(C(=O)c2ccco2)c2cc3sc(=O)oc3c3ccccc23)cc1,u,5.3,42,-40%,-1.7%,i,12,1.2%,22%,i,0.6,1.1
COc1ccc(-c2nc3n(c(=O)c2C#N)CCCS3)cc1,5%,-1.1,37,6%,-0.8%,i,52,3.7%,8%,i,1.5,1.1
CCN(CC)S(=O)(=O)c1cccc(C(=O)NC(C(=O)NC2=NCCS2)C(C)C)c1 (centres undefined),7%,-0.7,65,1%,0.4%,i,10,0.0%,-6%,i,0.9,1
COc1ccc(CCN2CC(C(=O)NCCN3CCOC3=O)CCC2=O)cc1 (centres undefined),10%,0.1,54,22%,-1.1%[50 µM],i,19,1.4%,3%,i,2.4,x
CCc1ccc(N(C(C)=O)C2C=CS(=O)(=O)C2)cc1 (centres undefined),2%,0.8,87,6%,-0.2%,i,38,-0.3%,-4%,i,1.3,1.1
Cc1ccc(C(=O)Nc2cccc([N+](=O)[O-])c2)cc1S(=O)(=O)Nc1ccc(C(=O)O)cc1,-1%,-0.2,88,22%,0.0%,i,63,0.4%,-1%,i,0.0,1.2
O=C(Cc1ccccc1Cl)Nc1cccc(S(=O)(=O)N2CCOCC2)c1,0%,-1.1,44,17%,1.5%,i,14,2.9%,3%,i,0.4,1.1
O=C(COc1ccccc1Cl)Nc1ccc(C(=O)c2ccc(C(=O)O)cc2)cc1,7%,4.7,44,16%,i,i,39,1.3%,-5%,i,0.8,1.1
COc1ccc(NC(=O)CCN2CCN(S(=O)(=O)c3ccc(F)cc3)CC2)cc1,5%,-0.9,47,9%,0.5%,i,41,-1.5%,4%,i,1.5,x
COc1ccc(N(CC(=O)NC2CCS(=O)(=O)C2)S(=O)(=O)c2ccc(Cl)c(Cl)c2)cc1 (centres undefined),10%,-0.8,55,x,0.9%[50 µM],x,x,x,x,i,0.8,x
COC(=O)c1ccc(SCc2cnc(Cl)s2)cc1,4%,1.8,86,-4%,0.1%,i,33,6.4%,5%,i,0.9,1.1
CCOc1ccccc1CNC(=O)c1cn(C)c(=O)c2c1c1ccccc1n2C,8%,18,64,11%,-0.1%,i,49,6.5%,-6%,i,0.5,1.1
Cc1cccc(N2C(=O)CN(Cc3ccccc3)C2=S)c1,-5%,0.4,82,3%,1.5%,i,53,5.0%,5%,i,0.0,x
O=C(O)CC(NCc1ccco1)C(=O)OCC1CCCO1 (centres undefined),7%,0.3,46,7%,1.4%,i,6,-0.1%,-10%,i,0.7,1
COc1ccc(-n2c(=O)c3ccccc3n(Cc3cccc(C)c3)c2=O)cc1OC,3%,2.0,68,9%,0.3%,i,25,1.4%,-6%,i,0.0,2.3
N#Cc1ccc(OCC(=O)NC2CCCCCC2)cc1,1%,-0.4,48,x,0.3%,i,35,x,x,i,1.3,x
O=[N+]([O-])c1ccccc1CN1CCN(Cc2ccccn2)CC1,29%,-0.7,41,1%,-1.9%,i,39,1.4%,-6%,i,0.2,1.1
CCOC(=O)c1c(NC(=O)CSc2nnc(-c3cccnc3)n2Cc2ccco2)sc(C)c1C,2%,-1.3,97,7%,-1.2%,i,42,8.7%,-11%,i,0.7,1
Cc1cc([N+](=O)[O-])cc2c1NC(c1ccccn1)C1CC=CC21 (centres undefined),14%,0.6,47,8%,0.2%,i,30,u,0%,i,0.6,0.9
O=C(COC(=O)CCc1ccc(S(=O)(=O)N2CCOCC2)cc1)Nc1cccc(Cl)c1,5%,0.3,32,7%,0.1%,i,16,1.0%,0%,i,0.5,1.1
Cc1ccnc(SCC(=O)Nc2cc(C)on2)n1,-1%,-0.2,39,2%,0.0%[50 µM],i,13,2.0%,2%,i,1.6,x
CC(=O)Nc1ccc(S(=O)(=O)NC2=NCN(c3ccc([N+](=O)[O-])cc3)CN2)cc1,6%,-0.3,93,6%,0.7%[50 µM],i,58,1.8%,-4%,i,1.0,x
COc1ccc(/C=C2\C(=O)ON=C2c2ccccc2)cc1OC,16%,-0.1,47,54%,0.2%,i,61,0.6%,-3%,i,0.3,x
N#Cc1cccc(C#N)c1NCC1CCCO1 (centres undefined),x,-0.4,82,3%,-0.3%,i,39,-0.5%,3%,i,0.6,x
O=C(CCS(=O)(=O)c1cccc2nonc12)NCc1ccc(Cl)cc1,3%,-0.4,60,4%,-0.3%,i,18,-0.4%,3%,i,0.4,1
S=C(Nc1ccc(Cl)cc1)N1CCCCC1,10%,1.2,55,6%,2.8%,i,28,4.0%,-3%,i,1.0,1.1
COc1cccc(Oc2nnnn2-c2ccccc2)c1,4%,-1.1,77,-1%,0.8%,i,31,-0.2%,5%,i,0.7,1.1

# An excerpt from above in order of the T cell HTS vesicle-bound % value, falling.
Compound	T cell HTS vesicle-bound %
CCOC(=O)c1c(NC(=O)CSc2nnc(-c3cccnc3)n2Cc2ccco2)sc(C)c1C	42
COc1cccc(Oc2nnnn2-c2ccccc2)c1	31
Cc1ccnc(SCC(=O)Nc2cc(C)on2)n1	13

# Additional results follow.
SMILES,MgcRacGAP inhibition,NTR1 ag,NTR1 ag cell count 20 µM,Large T inhibition,UTI89 phage lysis,T cell HTS,T cell HTS vesicle-bound %,RSV antiviral HEp-2,Salmonella PhoP GFP,Myeloid diff 2,Myeloid diff 2 GFP+ MAC1+ %,TNAP activators
Cc1cc(C(=O)OCC(=O)Nc2cccc([N+](=O)[O-])c2)c(C)o1,3%,0.2,68,x,0.3%[50 µM],i,43,x,x,i,0.3,x
CC(C)(C)NC(=O)C(OC(=O)c1ccco1)c1ccccc1F (centres undefined),8%,0.1,55,10%,0.1%,i,42,-1.8%,-6%,i,0.3,x
COc1ccc(C(=O)N/C(=C\c2ccccc2)C(=O)NCCCn2ccnc2)cc1,5%,-0.2,34,-1%,0.3%,i,19,-0.6%,0%,i,0.6,x
CC(C)(C)NC(=O)NC(=O)COC(=O)Cn1cnc2ccccc2c1=O,4%,0.5,56,5%,-1.0%,i,18,1.4%,5%,i,0.2,1.2
CCOc1cc(/C=C2\COc3ccccc3C2=O)cc(Br)c1OCC(=O)N(C)C,8%,36,34,17%,2.1%,i,39,-1.9%,-2%,u,x,x
CNc1ncc(C(=O)c2ccccc2)s1,8%,0.9,70,9%,0.2%,i,30,0.3%,10%,i,0.6,1
O=C(CN(Cc1ccc(Cl)cc1)S(=O)(=O)c1ccccc1)NCC1CCCO1 (centres undefined),9%,0.5,80,14%,-0.2%,i,17,0.3%,5%,i,3.7,x
Cc1c(C(c2ccccc2O)c2c(C)n(C)n(-c3ccccc3)c2=O)c(=O)n(-c2ccccc2)n1C,-7%,0.1,42,7%,-0.5%,i,33,0.8%,-4%,+,29*,1
C/C=C\C(=O)Nc1cccc(C2=NOC3(C2)C[C@H](C(N)=O)N(C(=O)/C=C/CC)C3)c1 (some centres undefined),10%,-0.8,38,7%,-0.9%,i,42,1.9%,5%,i,1.1,x
CCCCc1nc2sc3c(=O)n(N)cnc3c2c2c1CCC2,7%,1.1,83,4%,0.1%,i,59,3.5%,-3%,i,0.0,1.1
Cc1ccnn1CCC(=O)O,4%,1.2,66,2%,0.0%,i,30,-0.9%,1%,i,0.1,x
CC(COc1ccccc1)N(CCCl)Cc1ccccc1 (centres undefined),6%,0.1,47,5%,-7.3%,i,23,-0.3%,2%,i,2.3,1
CC(C)CNC(=O)COC(=O)c1cncc(Br)c1,5%,2.0,40,7%,-1.6%,i,40,1.6%,-4%,i,6.4,1
O=[N+]([O-])c1ccc(CN2CCN(c3ccc4ccccc4n3)CC2)cc1,4%,3.4,47,21%,-0.3%,i,28,5.0%,-7%,i,0.3,1.1

# Bioassay records as filed in PubChem BioAssay.

# Hits appear at their usual frequency; 2.3% or so of the library scored in one or more.
